Screens: PubChem, Broad Institute
ERAP1 HTS inh – blocks human ERAP1 aminopeptidase activity. inhibition, % at 10.7 µM. actives 0.15% (n = 340,000). Q9NZ08. recombinant ERAP1, Leu-AMC fluorescence, 60 min;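 active = mean replicate inhibition of at least 30%, or all replicates individually reaching that 30% level; inactive = mean below 30% and not every replicate reaching it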;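 note: 0% = neutral control wells and 100% = L-leucinethiol positive control wells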
SIRT5 block – blocks human SIRT5 desuccinylation of peptide; Q9NXA8; Purified SirT5, succinyl-peptide AMC, trypsin-coupled fluorescence; actives 1.1% (n = 330,000); AID 652115; inhibition, % at 15 µM; in the data active = inhibition above about 15%
Target sequence (Q9NXA8 whole entry, looked up): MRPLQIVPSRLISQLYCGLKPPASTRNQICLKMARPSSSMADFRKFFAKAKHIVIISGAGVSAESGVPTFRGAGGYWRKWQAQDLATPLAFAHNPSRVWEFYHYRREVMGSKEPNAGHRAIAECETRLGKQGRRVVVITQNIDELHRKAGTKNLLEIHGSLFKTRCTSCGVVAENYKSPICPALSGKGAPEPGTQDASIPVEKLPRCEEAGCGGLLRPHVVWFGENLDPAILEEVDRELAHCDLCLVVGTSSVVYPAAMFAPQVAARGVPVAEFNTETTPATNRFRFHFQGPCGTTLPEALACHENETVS
DENV2 CPE – inhibitors of DENV2 cytopathic effect. DENV2-infected cells, cytopathic effect rescue, plate reader. CPE inhibition, % at 9.99 µM. actives 1.7% (n = 350,000); in the data active = CPE inhibition above about 20%, passing the limit was not always enough; tested in BHK-21 cells;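 note: 0% = median of neutral control wells and 100% = median of positive control wells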
F508del corr – correctors of CFTR F508del function in bronchial epithelial cells; CFBE cells, YFP halide quenching; stimulated with forskolin plus potentiator P3; % fluorescence drop versus neutral controls; activity (quench increase), % at 7.58 µM; actives 0.36% (n = 350,000); AID 720511;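 active = mean added fluorescence quench of at least 8% versus neutral control, with both replicates also reaching 8%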;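 note: cells transiently co-express mutant CFTR-F508del with the halide-sensitive YFP; corrector assay measuring rescue of mutant channel to the surface after 24 h compound exposure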
miR122 inh – blocks miR-122 activity in Huh7 sensor cells. AID 602342. activation (reporter increase), % at 12.5 µM. actives 0.3% (n = 340,000). Huh7 miR-122 Renilla luciferase sensor, 48 h; neutral wells = 0, positive control = 100;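 active = mean replicate activation score at least 90 and every replicate individually at or above 90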;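 note: higher luciferase means less miR-122 activity so hits act as miR-122 inhibitors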
CASP6 VEID inh – inhibitors of human caspase-6; P55212; actives 0.53% (n = 350,000); inhibition, % at 12.5 µM; purified caspase-6, Z-VEID-R110 cleavage fluorescence; AID 686996;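 active = mean inhibition across replicates at least about 35%, with every replicate also reaching that limit, limit read from the data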;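 note: 0% = median of neutral control wells and 100% = no fluorescence left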
Target sequence (P55212 24-179 limits assumed): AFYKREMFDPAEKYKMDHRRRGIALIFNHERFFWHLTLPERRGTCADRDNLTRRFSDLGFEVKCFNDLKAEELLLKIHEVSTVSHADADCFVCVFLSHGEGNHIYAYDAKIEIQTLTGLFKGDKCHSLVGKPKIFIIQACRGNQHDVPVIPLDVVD
Target sequence (P55212 194-293 limits assumed): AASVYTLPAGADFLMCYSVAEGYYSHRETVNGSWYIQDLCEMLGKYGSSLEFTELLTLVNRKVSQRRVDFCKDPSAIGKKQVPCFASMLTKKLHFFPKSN
ERp5 inh – inhibitors of human ERp5; ERp5 insulin aggregation, absorbance 650 nm, 90 min; actives 0.05% (n = 350,000); AID 651711; inhibition, % at 9.99 µM; Q15084;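 active = mean replicate inhibition above about 25%, with every replicate also reaching it, limit read from the data, passing the limit was not always enough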
Target sequence (Q15084 whole entry, looked up): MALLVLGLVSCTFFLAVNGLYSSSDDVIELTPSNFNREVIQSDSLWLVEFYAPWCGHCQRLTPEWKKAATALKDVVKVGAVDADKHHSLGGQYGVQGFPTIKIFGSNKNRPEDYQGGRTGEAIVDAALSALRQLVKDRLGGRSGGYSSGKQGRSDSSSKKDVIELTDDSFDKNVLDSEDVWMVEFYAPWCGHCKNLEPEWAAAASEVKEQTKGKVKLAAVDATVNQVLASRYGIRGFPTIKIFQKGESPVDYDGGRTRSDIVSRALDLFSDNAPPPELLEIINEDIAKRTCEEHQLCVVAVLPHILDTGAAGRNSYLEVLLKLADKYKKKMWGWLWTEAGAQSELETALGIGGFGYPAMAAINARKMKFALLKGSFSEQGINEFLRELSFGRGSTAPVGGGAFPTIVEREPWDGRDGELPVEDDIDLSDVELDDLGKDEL
Starred values were filed as active, the others as inactive; x = not tested or not shown; & = joins results of further samples; [ ] = remark or other dose.

SMILES	ERAP1 HTS inh	SIRT5 block	DENV2 CPE	F508del corr	miR122 inh	CASP6 VEID inh	ERp5 inh
CCOCCn1c(=O)c2c(nc3n2CC(C)CN3Cc2ccccc2)n(C)c1=O (configuration not stated)	-2	-1	-1	0.5	-1	-2	6
CCn1c(=O)cc(OCC(=O)NCCc2ccc(OC)c(OC)c2)c2ccccc21	5	20*	3	-1.5	x	-2	0
C[C@@H]1CN([C@H](C)CO)C(=O)c2cc(/C=C/c3ccccc3)cnc2O[C@@H]1CN(C)S(=O)(=O)c1ccccc1F	3	-12	-10	-4.4	-6[16.7 µM]	2	0
O=C(Nc1ccc(F)cc1)N[C@H]1CC[C@@H](CCNC(=O)c2ccccc2F)O[C@@H]1CO	0	0	-1	1.6	x	2	7
CCC(=O)N(CC1CCC1)C[C@@H]1[C@@H](c2ccccc2)[C@H](CO)N1C(C)=O	-1	8	-17	-3.4	12[16.7 µM]	2	0
Cc1ccc(NC(=O)CSc2nc3[nH]c(=O)cc(O)c3s2)c(Br)c1	4	-1	-5	2.8	-6	-5	4
O=C(Cc1ccccc1)N1C[C@H]2[C@@H](c3ccccc31)[C@H](CO)N2C(=O)C1CCOCC1	0	11	2	0.1	4[16.7 µM]	-1	2
CCOC(=O)c1ccc(NC(=O)C2=C(C)Nc3nc(CCCO)nn3C2c2cccc(C)c2)cc1 (configuration not stated)	-3	x	73*	-4.1	x	-4	-2
O=C(Nc1ccccc1NC(=O)c1c(F)cccc1F)c1c(F)cccc1F	-1	0	-3	-1.7	-3	0	0
COc1ccccc1N1CCN(S(=O)(=O)c2cn(C)cn2)CC1	-5	-3	6	-1.0	9	3	-10
COc1ccc(Cl)c2c1[nH]c1nc(SCc3cccnc3)nnc12	-1	-1	-2	-0.1	x	-1	-2
COc1ccc2cc(C3=CC(=O)CC(C)(C)C3=O)ccc2c1	5	x	-3	3.3	9	0	-6
Cc1ccccc1-c1ccccc1[C@H]1[C@@H](C#N)N(C(=O)c2ccccc2)[C@H]1CO	0	x	0	2.7	x	1	-2
CC[N+](CC)(CC)CCC(O)(c1ccccc1)C1CCCCC1 (configuration not stated)	0	-5	0	-0.4	1	1	-1
COc1cccc(C(NC(C)=O)c2nc(-c3cnn(C)c3)cs2)c1 (configuration not stated)	1	-2	-3	2.8	-10	1	-3
Cc1ccccc1CN1CCN(C(=O)CC(C)C)CC1	-3	-3	-1	-1.7	x	-1	4
CCOC(=O)CC1C(=O)NCCN1S(=O)(=O)c1ccc(OC)cc1 (configuration not stated)	11	-3	-2	x	x	-1	1
O=c1[nH]c(NC2CCN(S(=O)(=O)c3ccccc3C(F)(F)F)CC2)nc2c1CCCC2	1	2	-1	0.1	x	1	-3
Cc1noc(C)c1C(=O)N(C)C[C@@H]1OCc2ccccc2-c2c(n(C)c3ccccc23)C(=O)N([C@H](C)CO)C[C@H]1C	-4	17*	-5	-3.2	-3	6	-1
Cc1cccc(NC(=O)CSc2cc(C)c(C#N)c3nc4ccccc4n23)c1	4	-5	6	1.2	7	3	4
CC1=C(C(=O)Nc2ccccn2)C(c2cn(C)nc2C)C2=C(CCCC2=O)N1 (configuration not stated)	13	-3	-3	1.5	x	-3	2
CC(C)C(=O)Nc1ccc2c(c1)C(=O)N(C)[C@@H]1CC[C@@H](CC(=O)NCCc3ccccc3)O[C@@H]1CO2	x	x	-1	0.4	-7[16.7 µM]	x	x
Cc1ccc(C2CC(=O)Oc3cc(C)cc(C)c32)cc1 (configuration not stated)	x	-1	5	2.5	6	0	-6
COc1cccc(S(=O)(=O)N(C)C[C@H]2Oc3ncc(C#CC(C)C)cc3C(=O)N([C@H](C)CO)C[C@H]2C)c1	-2	-1	7	x	1[16.7 µM]	1	3
COc1ccc2c3c([nH]c2c1)[C@@H](CO)N(C(=O)c1cccnc1)CC31CN(C(=O)NC(C)C)C1	8	11	2	0.5	x	2	1
Cc1c(N)cc[n+](CC(=O)c2ccccc2)c1C	-8	-1	-10	x	3	-10	-2
Cc1nn(CCCC(=O)Nc2cccnc2)c(C)c1[N+](=O)[O-]	x	2	-2	0.4	-4	1	8
CN(C(=O)/C=C/c1ccccc1)C1CCCCC1	x	-1	-4	0.2	-3	-3	-5
COc1ccc2c3c([nH]c2c1)[C@@H](CO)N(C(=O)c1ccccn1)CC31CN(C(=O)C2CC2)C1	-2	1	5	-1.0	x	1	7
CCOC(=O)N(C)C[C@H]1OCc2ccccc2-c2ccccc2C(=O)N([C@H](C)CO)C[C@@H]1C	2	21*	-3	-0.6	x	3	-4
COC(=O)c1c(CC[C@@H](CO)NC(=O)N2CCC[C@H]2Cn2cc(C3(O)CCCCC3)nn2)oc(C(C)=O)c1C(=O)OC	1	-4	2	-0.1	x	-4	-1
N#CCN1CCC(c2cc(-c3ccco3)n[nH]2)CC1	0	2	13	0.8	x	27	8
COc1cccc(CNC(=O)c2cc3c(c(-c4cccc(-c5ccc(C#N)cc5)c4)n2)[C@@H](CCO)N([S@](=O)C(C)(C)C)C3)c1	-1	0	x	-0.4	x	-3	-1
Cc1c(Br)c([N+](=O)[O-])nn1CC(=O)N1CCN(C23CC4CC(CC(C4)C2)C3)CC1	-4	-1	-1	0.3	-5	-1	1
COc1ccccc1C(=O)NC(=S)Nc1ccc(NC(=O)c2cccs2)cc1	3	3	1	x	x	-1	4
CNC[C@@H]1Oc2ncc(C3=CCCCC3)cc2C(=O)N([C@@H](C)CO)C[C@@H]1C	2	-1	5	-1.4	-1[16.7 µM]	0	1
CO[C@H]1CC[C@@H]2CCN(C)C(=O)[C@@H](C)[C@H](OC)CN(C)C(=O)c3cccc(C#N)c3OC[C@@H]1O2	-1	1	-5	3.8	x	0	1
C/C=C/c1ccc2c(c1)O[C@H](CN(C)Cc1ccccn1)[C@@H](C)CN([C@@H](C)CO)S2(=O)=O	-1	-2	3	2.3	-3[16.7 µM]	1	1
O=C(CC1CC1)N1CC2(C1)[C@H](c1ccccc1)[C@@H](CO)N2C(=O)c1ccccn1	1	-1	-14	1.2	x	3	1
O=C(Nc1cccc(F)c1)N1CC(=O)N2[C@H](CO)[C@@H](c3ccc(-c4ccc(F)cc4)cc3)[C@H]2C1	0	1	-6	-2.5	x	1	0
COc1ccc2cc(C3CC(c4cccs4)=NN3C(C)=O)c(Cl)nc2c1 (configuration not stated)	x	x	-1	-0.6	x	-1	7
Cc1ccc(S(=O)(=O)Nc2ccc3c(c2)C(=O)N([C@H](C)CO)C[C@H](C)[C@H](CN(C)Cc2ccc(Cl)c(Cl)c2)O3)cc1	-3	-3	-4	2.8	-8[16.7 µM]	-2	5
COc1cccc(NC(=O)Nn2cnnc2)c1	-3	-1	-2	0.9	x	0	3
C=CCNC(=S)NNC(=O)c1cccn(Cc2ccc(Cl)cc2Cl)c1=O	2	-16	x	x	0	1	-1
O=C(C[C@H]1CC[C@H](NC(=O)c2ccncc2)[C@@H](CO)O1)Nc1ccc(-c2ccccc2)cc1	0	-1	5	1.4	x	3	-2
COc1ccc(NC(=O)c2cc(S(=O)(=O)N3CCCC3)cn2C)cc1Cl	3	0	8	0.2	3	0	-8
CC(C)(C)C(=O)COC(=O)c1ccc2c(c1)C(=O)N(Cc1ccco1)C2=O	2	1	3	-0.1	x	2	2
Cc1noc(C)c1NC(=O)Nc1ccc2c(c1)C(=O)N([C@H](C)CO)C[C@@H](C)[C@H](CN(C)S(=O)(=O)c1ccc(F)cc1)OCCCC[C@@H](C)O2	3	0	0	2.4	2[16.7 µM]	1	-3
CCC(=O)N(C)C[C@H]1Oc2cc(C#CC3CCCC3)ccc2S(=O)(=O)N([C@@H](C)CO)C[C@@H]1C	2	5	17	-6.1	0[16.7 µM]	0	9
COc1ccc(NC(=O)CN(C)C(=O)/C=C/c2cn(Cc3ccccc3)nc2-c2cccnc2)cc1	27	1	0	0.1	x	-1	-1
O=C(Nc1ccc2c(c1)OCO2)c1ccc2sc([C@H]3C[C@H](O)[C@@H](CO)O3)nc2c1	-2	3	-5	-1.8	-5	-1	4
COc1ccc(-c2cc(C(=O)N3CCCC(C(F)(F)F)C3)c3ccccc3n2)cc1 (configuration not stated)	-1	1	1	2.1	13	-25	-21
O=C(CSc1nccc(=O)[nH]1)NCc1ccco1	x	2	0	-0.9	2	42*	8
C[C@@H]1CN([C@@H](C)CO)C(=O)c2cc(Br)cnc2O[C@H]1CN(C)S(=O)(=O)c1cccs1	-2&0	-1&1	-8&-3	3.4&-1.5	22	-1&1	10&0
COc1ccc(C(=O)OCC(=O)NC(C)CCc2ccccc2)cc1 (configuration not stated)	-1	1	-8	-4.4	1	-1	-1
COc1ccc2c3c([nH]c2c1)[C@@H](CO)N(C(C)=O)CC31CN(C(=O)Nc2ccc(F)cc2F)C1	3	x	2	-1.5	x	-1	-3
COc1ccccc1C=C(C(=O)c1ccccc1)c1ccccc1	3	-3	-1	-4.1	x	-2	2
COc1ccccc1C(=O)Nc1ccc2c(c1)C(=O)N(C)[C@@H]1CC[C@@H](CC(=O)NCCc3ccncc3)O[C@@H]1CO2	x	-6	-2	x	x	x	-2
COc1ccc(CCC(=O)N2CCCC(Nc3ccc(C)c(C)c3)C2)cc1OC (configuration not stated)	4	-4	1	1.0	0	4	10
O=C(COn1nnc2ccc(S(=O)(=O)N3CCOCC3)cc21)Nc1c(F)c(F)c(F)c(F)c1F	1	-2	2	-0.9	-2	0	7
CCS(=O)(=O)Nc1ccc(C2=NN(C(=O)c3ccco3)C(c3ccc(C)cc3)C2)cc1 (configuration not stated)	4	-1	x	-0.7	x	3	4

Already shown: entries from further up.
SMILES	ERAP1 HTS inh	SIRT5 block	DENV2 CPE	F508del corr	miR122 inh	CASP6 VEID inh	ERp5 inh
COc1ccc(NC(=O)c2cc(S(=O)(=O)N3CCCC3)cn2C)cc1Cl	3	0	8	0.2	3	0	-8
CC(C)(C)C(=O)COC(=O)c1ccc2c(c1)C(=O)N(Cc1ccco1)C2=O	2	1	3	-0.1	x	2	2
Cc1noc(C)c1NC(=O)Nc1ccc2c(c1)C(=O)N([C@H](C)CO)C[C@@H](C)[C@H](CN(C)S(=O)(=O)c1ccc(F)cc1)OCCCC[C@@H](C)O2	3	0	0	2.4	2[16.7 µM]	1	-3
CCC(=O)N(C)C[C@H]1Oc2cc(C#CC3CCCC3)ccc2S(=O)(=O)N([C@@H](C)CO)C[C@@H]1C	2	5	17	-6.1	0[16.7 µM]	0	9
COc1ccc(NC(=O)CN(C)C(=O)/C=C/c2cn(Cc3ccccc3)nc2-c2cccnc2)cc1	27	1	0	0.1	x	-1	-1
O=C(Nc1ccc2c(c1)OCO2)c1ccc2sc([C@H]3C[C@H](O)[C@@H](CO)O3)nc2c1	-2	3	-5	-1.8	-5	-1	4
COc1ccc(-c2cc(C(=O)N3CCCC(C(F)(F)F)C3)c3ccccc3n2)cc1 (configuration not stated)	-1	1	1	2.1	13	-25	-21
O=C(CSc1nccc(=O)[nH]1)NCc1ccco1	x	2	0	-0.9	2	42*	8
C[C@@H]1CN([C@@H](C)CO)C(=O)c2cc(Br)cnc2O[C@H]1CN(C)S(=O)(=O)c1cccs1	-2&0	-1&1	-8&-3	3.4&-1.5	22	-1&1	10&0
COc1ccc(C(=O)OCC(=O)NC(C)CCc2ccccc2)cc1 (configuration not stated)	-1	1	-8	-4.4	1	-1	-1
COc1ccc2c3c([nH]c2c1)[C@@H](CO)N(C(C)=O)CC31CN(C(=O)Nc2ccc(F)cc2F)C1	3	x	2	-1.5	x	-1	-3
COc1ccccc1C=C(C(=O)c1ccccc1)c1ccccc1	3	-3	-1	-4.1	x	-2	2
COc1ccccc1C(=O)Nc1ccc2c(c1)C(=O)N(C)[C@@H]1CC[C@@H](CC(=O)NCCc3ccncc3)O[C@@H]1CO2	x	-6	-2	x	x	x	-2
